aGal spleen mod: inhibitors or activators of human alpha-galactosidase in spleen homogenate | human spleen homogenate, 4MU-alpha-Gal fluorescence, 40 min | Potency, µM (doses to about 80 µM), without a hit: at the highest dose activity change, negative = inhibition, hits mostly inhibitors | 240,000 compounds, 0.008% hits;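 further: potency means the concentration at half of the fitted maximal effect; 0% = enzyme with vehicle and -100% = no enzyme basal signal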
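Human spleen homogenate (1 ug) as enzyme source, 4-methylumbelliferyl-alpha-D-galactopyranoside 1 mM final, citrate/phosphate pH 5.0 with 0.01% Tween-20. Compounds 40 min at 37C, NaOH/glycine stop; fluorescence Ex 365/Em 440, Hill-fit AC50.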
CBFb RUNX1 block: CBF-beta/RUNX1 interaction disruption; AID 1477; Potency, µM (doses to about 59.8 µM), inactives show at the highest dose activity, negative = inhibition, most hits filed as inhibitors; 230,000 tested, under 10 active; AlphaScreen CBFb-His/RUNX1-biotin binding, biochemical; further: % of control where 0% means no effect
Target sequence (Q01196 whole entry, looked up): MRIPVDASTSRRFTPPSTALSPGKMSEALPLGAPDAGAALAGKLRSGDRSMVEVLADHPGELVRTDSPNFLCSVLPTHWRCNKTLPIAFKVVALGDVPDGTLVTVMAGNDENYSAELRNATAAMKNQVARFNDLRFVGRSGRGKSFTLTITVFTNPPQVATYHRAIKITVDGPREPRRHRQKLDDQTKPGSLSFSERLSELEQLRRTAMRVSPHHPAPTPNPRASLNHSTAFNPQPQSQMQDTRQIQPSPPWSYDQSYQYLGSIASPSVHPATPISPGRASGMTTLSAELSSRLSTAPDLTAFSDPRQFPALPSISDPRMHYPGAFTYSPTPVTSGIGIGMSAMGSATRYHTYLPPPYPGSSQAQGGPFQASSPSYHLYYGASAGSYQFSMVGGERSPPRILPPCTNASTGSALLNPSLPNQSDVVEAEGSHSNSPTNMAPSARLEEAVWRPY
Target sequence (Q13951 whole entry, looked up): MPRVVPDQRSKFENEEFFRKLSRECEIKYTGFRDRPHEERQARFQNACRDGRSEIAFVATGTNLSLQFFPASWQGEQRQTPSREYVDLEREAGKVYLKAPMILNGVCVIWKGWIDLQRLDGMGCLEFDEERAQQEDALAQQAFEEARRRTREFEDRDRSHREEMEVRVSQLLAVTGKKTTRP
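CBFb-His/RUNX1-biotin, 30 nM each, preincubated 20 min RT; compound 15 min RT; Ni + streptavidin beads 50 ng each, 90 min RT; AlphaScreen read.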
TR SRC2 fluor cs: Texas Red fluorescence interference in TRb-SRC2 counter-screen; Potency, µM (titrated, usually from 106 µM), without a hit: at the highest dose fluorescence change, negative = quenching; TRb/SRC2 Texas Red total fluorescence interference; 280,000 compounds, 0.29% hits; AID 1479; active means well fitted curve in either direction with a large enough effect; inconclusive means small, poorly fitted or top-dose-only effect; further: potency means the concentration at half of the fitted maximal effect; on the % scale 0 is the no-effect control and ±100 the full control effect
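Flags fluorescent or light-absorbing compounds by total fluorescence, S + 2P, at 555 nm excitation and 632 nm emission. Mixture: 20 nM Texas Red SRC2 peptide, 0.6 uM human TRb LBD, 1 uM T3, 5% DMSO; compound exposure 5 h at ambient temperature.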
Epigenetic reg: epigenetic control regulation, reporter derepression | murine LDR cells, GFP reporter derepression, 30 h | Potency, µM (series often up to 53.9 µM), for the others: top-dose GFP activation, actives largely listed as activators | 280,000 compounds, 0.2% hits; further: potency means the concentration at half of the fitted maximal effect; % of control where 0% means no effect; nearly all actives have a fitted effect of over 60% in size
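Readout is the number of GFP-expressing murine LDR cells, counted by cytometry following washing. Cells were treated with compound for 30 h at 37 C; the stably integrated CMV-GFP locus is normally silent.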
Tau fibril FP: inhibitors of human tau fibril formation. AID 1468. P10636. K18 P301L tau heparin fibrillization, Alexa594 FP, 6 h. Potency, µM (top dose mostly 57.7 µM), for inactives: at the highest dose activity, negative = inhibition, most hits filed as inhibitors. 280,000 compounds, 0.39% hits; further: potency means the concentration at half of the fitted maximal effect; on the % scale 0 is the no-effect control and ±100 the full control effect; nearly all actives have a fitted effect of over 55% in size
Target sequence (P10636 561-689 P618L limits assumed): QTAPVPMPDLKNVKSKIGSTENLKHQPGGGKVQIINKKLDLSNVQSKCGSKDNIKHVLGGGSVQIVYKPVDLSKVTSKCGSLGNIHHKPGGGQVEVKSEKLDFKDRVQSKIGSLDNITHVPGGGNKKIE
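FP of Alexa 594-tau after heparin (20 uM) induction. Substrate: human K18 P301L, 15 uM unlabeled, 0.24 uM labeled. Buffer 100 mM sodium acetate pH 7. 6 hr, 37 C.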
NPSR antag: antagonists of human neuropeptide S receptor cAMP signaling; CHO-NPSR cells, cAMP TR-FRET, antagonist mode; Potency, µM (highest dose often 38.3 µM), inactives show at the highest dose activity change, negative = inhibition, most hits filed as inhibitors; 220,000 compounds, 1% hits; further: potency means the concentration at half of the fitted maximal effect; on the % scale 0 is the no-effect control and ±100 the full control effect; nearly all actives have a fitted effect of over 50% in size; many of its hits are not listed in these tables
Tau fluor cs: counter-screen for tau fibril formation inhibitors; tau K18 P301L (four-repeat tau fragment) Alexa594 fluorescence, heparin fibrillization; Potency, µM (highest dose often 57.7 µM), inactives show at the highest dose activity change, negative = decrease; 280,000 compounds, 0.93% hits; AID 1463; further: potency means the concentration at half of the fitted maximal effect; on the % scale 0 is the no-effect control and ±100 the full control effect; nearly all actives have a fitted effect of over 55% in size
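Human K18 P301L tau (15 uM unlabeled plus 0.24 uM Alexa 594-labeled, final) in 100 mM sodium acetate pH 7 was mixed with compound and 20 uM heparin and incubated 6 hr at 37 C.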
TRb SRC2 PPI: TRbeta-SRC2 interaction inhibition; P10828; TRbeta-SRC2 peptide binding, fluorescence polarization; receptor liganded with 1 µM T3; Potency, µM (highest dose often 106 µM), for the others: top-dose activity change, negative = inhibition, hits mostly inhibitors; 280,000 compounds, 0.065% hits;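 further: potency means the concentration at half of the fitted maximal effect; plate controls were bound peptide for no effect and peptide without receptor for full effect; nearly all actives have a fitted effect of over 50% in size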
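Compounds were added to 0.6 uM TRb ligand-binding domain and 20 nM Texas Red-labeled SRC2 peptide in Tris buffer containing 1 uM T3, incubated 5 hr at ambient temperature, then read by fluorescence polarization.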
* = called active by the depositor; ? = inconclusive; . = no result given; & = joins results of further samples; [ ] = dose if it differs, or a comment. Unless noted, the call rests on the fitted dose curve; in most records, active means well fitted curve in the direction sought with a large enough effect; inconclusive means small, poorly fitted or top-dose-only effect, or another doubt; inactive means no such curve, though single readings can be large; an effect the other way counts as inactive or inconclusive. A portion of the library; the hit share may differ from the screen's.

Every second line gives: aGal spleen mod | CBFb RUNX1 block | TR SRC2 fluor cs | Epigenetic reg | Tau fibril FP | NPSR antag | Tau fluor cs | TRb SRC2 PPI
Cc1occc1C(=O)n1cnc2ccccc21
  3% | 10% | 1% | -2.0% | -4% | -1%[46.1 µM] | 5% | -18%
CCOC(=O)C1CCC(CNCc2ccccc2C)CC1 (stereo not given)
  2% | 4% | -1% | -0.6% | 4% | 19% | 6% | -8%
CCn1c(SCC(=O)OC)nnc1-c1ccccc1
  -6% | 1% | 0% | 0.0% | -6% | 13% | -8% | 6%
Cc1ccccc1C(=O)n1nc(-c2ccco2)nc1NCc1ccc(Cl)cc1
  . | . | 3% | 0.0% | -5% | . | -18% | 0%
COc1ccc(C)cc1NC(=O)c1ccc(N(C)S(C)(=O)=O)cc1
  3% | 6% | -2% | 0.0% | 0% | 0%[46.1 µM] | -3% | 0%
c1cncc(-c2nnc(-c3ccco3)o2)c1
  -2% | 11% | -1% | 0.9% | 2% | -1%[46.1 µM] | 3% | -13%
CCN(CC)CCC(c1cc(OC)c(OC)c(OC)c1)c1c(OC)cc(OC)c2c(C)cc(=O)oc12 (stereo not given)
  9%&-9% | 26%&12% | -2%&0% | -3.6% | -1% | -39% | -4% | 7%&-6%
COc1ccc(-c2nnc(SCC(=O)Oc3ccc(C)cc3)o2)cc1
  4% | -3% | 0% | 0.0% | 5% | -7%[46.1 µM] | 0% | -2%
Cc1cc(-c2csc(N)n2)c(C)n1-c1ccccc1
  3% | -23% | 2% | 0.0% | -15% | -21% | ? | -5%
Cn1ccnc1C(O)(c1ccccc1)c1nccn1C
  12% | 2% | -2% | -1.3% | -5% | -20% | -2% | 2%
Nc1n[nH]c2c1C1(CCCC1)Cc1ccccc1-2
  -3% | -10% | -6% | -0.2% | -1% | 2%[46.1 µM] | -15% | 0%
CSc1nnc(-c2cccc(C)c2)n1N
  -1% | 2% | -5% | -0.9% | -9% | -5%[46.1 µM] | -6% | -2%
COc1cc(/C=N/NC(=S)Nc2cccc(C(=O)O)c2)ccc1O
  3% | -14% | ? | 0.0% | 7% | 5% | -6% | 4%
CC1C(Br)C(=O)NC(=O)N1Cc1ccccc1 (stereo not given)
  10% | 4% | -1% | 0.4% | -1% | 2% | 12% | 5%
O=C(c1ccc2c(=O)n(Cc3ccco3)c(=S)[nH]c2c1)N1CCN(Cc2ccccc2)CC1
  -3% | -9% | 2% | -2.0% | -6% | -20%[46.1 µM] | -26% | 6%
O=C(CNS(=O)(=O)c1ccc(Br)s1)N1CCCC1
  -13% | 1% | -4% | 0.0% | 5% | -8%[46.1 µM] | 3% | 1%
C=CCc1cc(C=O)cc(OC)c1OCc1ccc(C(=O)O)cc1
  -5% | 9% | -3% | -1.5% | 1% | -13% | -2% | -8%
COc1ccc(OC)c(C2CC(=O)N3CN(c4ccc(C)c(Cl)c4)CSC3=C2C#N)c1 (stereo not given)
  11% | -4% | 0% | -0.2% | ? | -7%[46.1 µM] | -28% | 7%
CCOc1ccc(-c2cc3nc(C4CCN(C(=O)OC(C)(C)C)CC4)c(C(=O)Nc4c(C)cccc4C)cn3n2)cc1
  . | . | -1% | 1.8% | -3% | . | 14% | 2%
COC(=O)C#CC(=O)OC
  -17% | -2% | -1% | . | . | . | . | 1%
O=C(NCCCN1CCOCC1)C(=O)NCc1ccco1
  -3% | 2% | 0%[53 µM] | 1.6% | 1% | -13% | -5% | 3%[53 µM]
Cc1nn(CC(=O)N2CCN(Cc3ccccc3)CC2)c(=O)c2ccccc12
  -1% | 4% | -3% | -1.0% | -3% | 2%[46.1 µM] | -4% | 0%
CN1CC(=O)N/C1=N\C(=O)Nc1ccc2c(c1)N(C)C(=O)CS2
  -6% | -1% | 0% | -2.9% | -1% | -4%[46.1 µM] | -17% | 1%
CCOC(=O)c1[nH]c(C)c(C(=O)Nc2ccc(C)c(Cl)c2)c1C
  0% | 1% | -3% | 1.0% | -3% | -17%[46.1 µM] | -19% | 1%
COc1ccc(/C=C2\N=C(C)N(c3ccc(C(=O)O)cc3)C2=O)cc1OC
  -2% | 2% | -11% | -1.9% | -5% | -20% | -7% | -1%
COc1cccc(NC(=O)Cn2c(=O)n(CCC(=O)NCc3ccco3)c(=O)c3ccccc32)c1
  -3% | 0% | -2% | -5.4% | 3% | -11% | -4% | -6%
CCOC(=O)c1cnc2c(Cl)cc(Cl)cc2c1Nc1ccccc1OC
  . | . | -4% | -2.1% | -1% | . | -10% | 9%
Cc1cccc2nc(CSc3nc4[nH]ncc4c(=O)n3-c3ccccc3Cl)cc(=O)n12
  -3% | -26% | 2% | 0.1% | 3% | 3% | -14% | 0%
Cc1ccc(C)c(-c2cc(C(=O)Nc3sc(C)c(C)c3C(N)=O)c3ccccc3n2)c1
  -10% | -11% | -2% | -1.1% | ? | ? | ? | -5%
CN(C)c1ccc(P(=O)(OCc2ccccc2)C(O)c2ccc(Cl)cc2)cc1 (stereo not given)
  3% | 5% | -1% | 3.2% | 3% | 18% | -5% | -1%

Some values from the entries so far:
Cc1ccccc1C(=O)n1nc(-c2ccco2)nc1NCc1ccc(Cl)cc1 in Epigenetic reg → 0.0%
Cc1occc1C(=O)n1cnc2ccccc21 in Tau fluor cs → 5%
CC1C(Br)C(=O)NC(=O)N1Cc1ccccc1 (stereo not given) in TRb SRC2 PPI → 5%

The list continues.
Every second line gives: aGal spleen mod | CBFb RUNX1 block | TR SRC2 fluor cs | Epigenetic reg | Tau fibril FP | NPSR antag | Tau fluor cs | TRb SRC2 PPI
CC(NC(=O)NC(N)=O)(C(F)(F)F)C(F)(F)F
  1% | 9% | -2% | -2.0% | -5% | 7%[46.1 µM] | 1% | -5%
O=C(NCc1ccco1)Oc1ccccc1
  -5% | -5% | 0% | -0.7% | -11% | 2%[46.1 µM] | -5% | -12%
CN1C(=O)CC(Sc2ccccc2C(=O)O)C1=O (stereo not given)
  5% | -3% | -1% | -0.9% | -3% | 1%[46.1 µM] | -3% | -1%
Cc1ccc(-n2cnc3cc(C(=O)NC4CCCCCC4)ccc32)cc1Cl
  . | . | -1% | 0.5% | 6% | . | -12% | 9%
O=C1CC(c2ccccc2)Cc2[nH]c(=O)c(C(=O)Nc3ccc(F)cc3)cc21 (stereo not given)
  . | . | -1% | -0.2% | -7% | . | -1% | 1%
O=c1c2ccccc2nc(CSc2nnnn2-c2ccccc2)n1-c1ccccc1
  5% | -5% | -2% | -1.0% | -4% | -4%[46.1 µM] | -9% | -12%
COc1ccccc1CCNC(=O)CCn1c(=O)oc2ccccc21
  -7% | 3% | 2% | 0.8% | -2% | -5%[46.1 µM] | 11% | -23%
O=C(COc1ccccc1[N+](=O)[O-])N(Cc1ccco1)c1ccccn1
  . | . | 6% | -0.5% | -4% | . | -9% | -5%
Cn1cc([N+](=O)[O-])c(C(=O)Nc2nc(-c3ccc(Cl)cc3)cs2)n1
  1% | -8% | -5% | -0.9% | 7% | -11%[46.1 µM] | 13µM*[quencher] | -5%
O=C1Nc2ccccc2Nc2ncccc21
  -4% | 0% | -1% | -2.0% | -7% | -17%[46.1 µM] | -3% | 12%
COc1cc(OC)cc(C2=Nn3c(nnc3-c3ccccc3O)SC2)c1
  5% | 0% | -1% | . | . | . | . | 0%
COc1ccc(CNC(=O)c2ccc(CS(=O)(=O)Cc3ccccc3F)o2)cc1
  -5% | 3% | 0% | -4.8% | -1% | 10% | -4% | -4%
O=C1CCCC2=C1C(c1ccc(Cl)cc1)C1C(=O)c3ccccc3C1=N2 (stereo not given)
  1% | ? | -3% | 1.3% | 14% | ? | 22µM*[quencher] | 2%
COc1ccc(C(=O)N2CCC(O)(c3ccc(F)cc3)CC2)cc1OC
  2% | -3% | -3% | -1.0% | 2% | -2%[46.1 µM] | 4% | 5%
CCCNC(=O)N1N=C(c2ccc(N)cc2)c2cc3c(cc2[C@H]1C)OCO3
  1% | -10%[21.7 µM] | -1% | 1.5% | 7% | . | ? | -6%
C/C(CCC(=O)OC[C@H]1O[C@H](C#Cc2ccccc2)C=C[C@@H]1Oc1ccc(C)cc1)=N\OC[C@@H](O)[C@H]1O[C@@H]2OC(C)(C)O[C@@H]2[C@H]1O
  -5% | 2% | -4% | ? | -5% | -38% | -15% | -3%
CN(Cc1cnccn1)Cc1c(C(=O)N2CCc3ccccc3C2)nc2ccc(Cl)cn12
  4% | -1% | -1% | 0.1% | 8% | 13% | 11% | -7%
COCCCn1c(=S)[nH]c2ccc(N3CCOCC3)cc2c1=O
  -4% | 7% | -3% | 0.0% | 13% | -13%[46.1 µM] | -14% | -13%
C=CCN1CCN(C(c2ccccc2)c2nnnn2CCC(C)C)CC1 (stereo not given)
  6% | 5% | 0% | 0.8% | 1% | -4%[46.1 µM] | 5% | 3%
NS(=O)(=O)c1ccc(NC(=O)COC(=O)C23CC4CC(CC(C4)C2)C3)cc1
  3% | ? | -6% | 0.1% | -2% | 4% | -4% | -13%
COc1ccccc1OCC(=O)OCC(=O)Nc1sccc1C(N)=O
  3% | 7% | 2% | -1.1% | 16% | 1% | -2% | 1%
Cc1ccc(Sc2c(C)nn(C(=O)COc3ccccc3Br)c2C)cc1
  . | . | -3% | -3.8% | -1% | . | -6% | -5%
CSc1ccc(CCNC(=O)CCn2c(=O)c3cccn3c3cccnc32)cc1
  . | . | -1% | 7.0% | 0% | . | 9% | -1%
Cc1cc(C)cc(NC(=O)Cn2nnc(-c3ccccc3F)n2)c1
  . | . | -1% | 0.0% | -23% | . | -16% | 5%
NC(=O)CC(NC(=O)OCc1ccccc1)C(=O)O (stereo not given)
  -1% | 2% | -4% | -1.0% | -2% | -13%[46.1 µM] | 1% | -10%
CC12CCC(C(=O)NCc3ccc4c(c3)OCO4)(OC1=O)C2(C)C (stereo not given)
  1% | -2% | 0% | 3.6% | -6% | 5%[46.1 µM] | 2% | -2%
CNC(=O)CSc1nnnn1-c1ccc(C)cc1C
  3% | 6% | 1% | 0.0% | -10% | -6%[46.1 µM] | -1% | -4%

Source: PubChem BioAssay
